From PubChem
WT yeast gro inh = growth inhibition of WT yeast, mitochondrial fusion screen | AID 1362 | inhibition, % at 10 µM | mitochondrial fusion phenotypic screen, WT strain | hit rate 2.1% among 190,000; in the data active = inhibition above about 58%; tested in S. cerevisiae
LYP inhibition = PTPN22 lymphoid phosphatase activity blockers – biochemical, fluorescence intensity, uHTS (AID 1779); recombinant LYP phosphatase, fluorescence intensity; higher % means a stronger effect; inhibition, % at 11.5 µM, or IC50 in µM where a hit was titrated; hit rate 0.054% among 290,000; in the data active = inhibition above about 50%;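 note: plate controls were vehicle with enzyme for no effect and no enzyme for full effect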
Dengue-2 NS5 capping = flavivirus cap methylation enzyme inhibition – biochemical, confirmation dose response, primary screen (AID 588689); Dengue-2 NS5 methyltransferase capping enzyme assay, biochemical; higher % means a stronger effect; one-dose inhibition, % at 25 µM; IC50 in µM for titrated hits; hit rate 0.3% among 340,000; in the data active = a potency from the dose series; inconclusive = inhibition above about 29% without an active follow-up result
RSV CPE inhibition = inhibition of RSV-induced cytopathic effect – HEp-2 cells, primary 10 µM value included (AID 2391) | HEp-2 cells, RSV-induced CPE inhibition; higher % means a stronger effect | one-dose CPE inhibition, % at 10 µM; IC50 in µM for titrated hits | hit rate 0.13% among 310,000; in the data active = a potency from the dose series; inconclusive = CPE inhibition mostly from about 23% at the one dose, without a potency; inactive = the rest, 99 in 100 with CPE inhibition below about 21%; note: strong numbers were not always called active
K1F lysis inhibition = inhibition of K1F phage lysis, E. coli UTI89, bacterial capsule biogenesis inhibitors, alamar blue (AID 488966). E. coli UTI89 K1F phage lysis, alamar blue, 2 h; higher % means a stronger effect. inhibition, % at 100 µM, or IC50 in µM where a hit was titrated. hit rate 0.02% among 340,000;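 active = phage lysis inhibition, versus mean bacterial control, above a set limit; inconclusive = no clear call, values can overlap the other calls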;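 note: capsule biogenesis inhibitors block K1F phage lysis so surviving cells raise fluorescence; higher fluorescence means more inhibition of phage lysis; actives were called in the ten point dose series up to 300 µM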
Autophagy mod = modulators of autophagy | calls only at 10 µM (by protocol) | MEF GFP-LC3 puncta imaging; test concentration mostly 10 µM | hit rate 0.98% among 190,000 | AID 463193;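 active = percentage of spot-positive cells more than 3 SD above its plate mean, without a fluorescence outlier flag or 80% toxicity; inconclusive = no clear call, values can overlap the other calls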;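 note: spot-positive cell cutoff set from DMSO-treated cells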
NTR1 ag = agonists of NTR1, primary screen, imaging, U2OS cells, beta-arrestin-GFP, high content (AID 493036); P30989; NTR1-U2OS beta-arrestin-GFP spot imaging, agonist mode; activation, % at 20 µM; hit rate 0.17% among 330,000;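 active = activation at or above 40% of the spot to cytoplasm intensity ratio, with at least 20 cells analyzed; inconclusive = wells under 20 cells, flagged as cytotoxic or low count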;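 note: 0% = DMSO without peptide and 100% = 100 nM NTR1 peptide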
Target sequence (P30989 whole entry, looked up): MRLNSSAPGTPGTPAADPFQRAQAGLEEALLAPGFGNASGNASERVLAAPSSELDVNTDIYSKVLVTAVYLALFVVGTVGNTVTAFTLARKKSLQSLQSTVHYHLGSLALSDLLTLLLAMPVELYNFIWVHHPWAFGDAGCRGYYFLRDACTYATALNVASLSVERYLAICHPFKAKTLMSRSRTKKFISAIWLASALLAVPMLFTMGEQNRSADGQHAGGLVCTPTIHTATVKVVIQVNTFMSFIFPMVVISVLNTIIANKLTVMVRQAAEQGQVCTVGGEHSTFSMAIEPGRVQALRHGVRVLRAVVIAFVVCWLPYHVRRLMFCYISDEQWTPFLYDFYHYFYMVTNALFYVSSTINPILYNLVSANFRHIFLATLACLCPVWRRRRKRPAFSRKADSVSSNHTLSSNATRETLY
GPR35 arrestin U2OS = GPR35 antagonists blocking zaprinast-driven arrestin recruitment, primary screen, imaging, U2OS, beta-arrestin-GFP, zaprinast agonist (AID 2058); U2OS GPR35 beta-arrestin-GFP translocation imaging, zaprinast antagonism; higher % means a stronger effect; inhibition, % at 10 µM; hits with a dose series show IC50 in µM; hit rate 0.052% among 290,000;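 active = inhibition of at least 50% with at least 30 cells and total cytoplasm GFP at most 10,000,000; inconclusive = under 30 cells or total GFP of 10,000,000 plus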
AID2073 = inhibitors of Mint1-CaV2.2 protein interaction, biochemical, HTRF (AID 2073); inhibition, % at 20 µM; hits with a dose series show IC50 in µM; HTRF protein-protein interaction, Mint1-CaV2.2; higher % means a stronger effect; hit rate 0.19% among 290,000; in the data active = inhibition mostly above about 51%, no sharp cut-off; inconclusive = no clear call, values can overlap the other calls; inactive = mostly below about 53%; note: some results filed as inactive read as strong as hits
WT yeast gro inh mutant strain = recorded beside WT yeast gro inh, whose call it bears; inhibition, %; mitochondrial fusion phenotypic screen, mutant strain inhibition
Autophagy mod cell loss 18 h = also measured in Autophagy mod; calls as there; toxicity, %; measured here: cell loss, nuclei count;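 cell loss after 18 h compound exposure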
NTR1 ag cell count 20 µM = second read-out of NTR1 ag, no call of its own (marks repeat the call); cell count; measured here: cell count, cytotoxicity flag
* = called active by the depositor; i = inactive; ? = inconclusive; . = no result given; [ ] = another dose, or the depositor's remark.

SMILES	WT yeast gro inh	WT yeast gro inh mutant strain	LYP inhibition	Dengue-2 NS5 capping	RSV CPE inhibition	K1F lysis inhibition	Autophagy mod	Autophagy mod cell loss 18 h	NTR1 ag	NTR1 ag cell count 20 µM	GPR35 arrestin U2OS	AID2073
Cc1cnc(Nc2nc3ccccc3o2)nc1C(=O)Nc1cccc(C(F)(F)F)c1	-9	-6	-7%	-4%	0.6%	-0.1%	i	-3	6.4	81	6%	11%
CC1CCN(C(=O)c2ccc(NC(=O)c3ccccc3)cc2)CC1	.	.	-5%	-4%	3.7%	3.1%[50 µM]	.	.	-0.1	70	-1%	11%
CC(=O)Nc1ccc(NC(=O)C(C)OC(=O)C2CCCC2)cc1 (stereo not given)	.	.	.	-1%	-2.1%	2.2%[50 µM]	.	.	0.6	62	.	.
Cc1nn(C)c(C)c1CN(C)C(=O)C1c2ccccc2Oc2ccccc21	1	-24	4%	11%	1.0%	0.1%	i	4	0.1	88	-9%	3%
O=C(NC1CCCCCCC1)C1CCCN(S(=O)(=O)c2cnc[nH]2)C1 (stereo not given)	2	-6	-4%	-1%	2.6%	2.4%	i	3	2.7	61	0%	-9%
O=C(c1cc(Cl)nc2ccccc12)N(Cc1nnc(-c2ccccc2Cl)o1)C1CC1	.	.	-5%	-2%	5.2%	-0.7%[50 µM]	.	.	2.0	59	2%	14%
Cc1cc(C(=O)N2CC(C)CC(C)C2)c(C)o1 (stereo not given)	.	.	.	0%	2.1%	1.1%[50 µM]	.	.	-2.2	66	.	.
CC1CN(C(=O)COC(=O)c2ccc(N)c([N+](=O)[O-])c2)CC(C)O1 (stereo not given)	10	5	-8%	0%	1.3%	2.1%[50 µM]	i	13	1.6	50	-10%	4%
COc1ccc(-c2nc3cccc(C)n3c2NCc2ccco2)cc1OC	44	36	-22%	-3%	1.0%	8.9%	i	21	2.1	58	-1%	34%
COc1ccc(/C=C/c2nc(S(=O)(=O)c3ccccc3)c(N(C)C)o2)cc1OC	.	.	-4%	-25%	4.0%	-0.2%	.	.	1.4	68	12%	0%
Cc1ccc(S(=O)(=O)Cc2ccc(C(=O)NC3CCCCCC3)o2)cc1	.	.	-4%	-3%	9.9%	-0.2%	.	.	1.9	67	13%	0%
Cc1cc(C)n(CC(O)COc2ccc(Cl)cc2)n1 (stereo not given)	.	.	-8%	-1%	0.3%	0.1%	.	.	-0.4	53	-10%	-6%
CC(C)(C)NS(=O)(=O)c1ccc(NC(=O)CS(=O)(=O)Cc2ccccc2)cc1	.	.	-12%	-6%	2.6%	0.0%	.	.	-0.6	64	-15%	-4%
CSc1ncccc1C(=O)OCC(=O)c1cccc(Br)c1	5	-5	-8%	-7%	-1.1%	-0.8%	i	0	2.4	20	-12%	15%
CC(C)Cc1cc(C(=O)N2CCC(N3CCC(C(=O)N4CCOCC4)CC3)CC2)n[nH]1	10	-6	-10%	7%	-0.1%	0.1%	i	-10	-0.5	89	21%	?
COCCOC(=O)C1=C(C)NC(=O)NC1C1CC=CCC1 (stereo not given)	10	-1	-9%	-5%	0.2%	4.4%	i	20	-0.4	54	12%	-6%
Fc1ccc(-c2csc3ncnc(N4CCN(Cc5ccccc5)CC4)c23)cc1	.	.	-8%	-4%	13%	-0.2%	.	.	10	59	0%	3%
Cc1c(Cl)cccc1NC(=O)CCN1CCN(CCO)CC1	.	.	2%	-7%	0.3%	0.5%	.	.	-0.1	60	-10%	-2%
Cc1ccc(CNC(=O)c2c(C)cc(=O)oc2C)cc1	-20	3	7%	-7%	1.5%	6.3%	i	1	0.5	56	-1%	4%
COc1ccc(/C=C/C(=O)c2ccc(O)cc2)cc1CN1CCOCC1	-12	7	1%	-3%	-0.4%	0.1%	i	-3	5.5	49	4%	3%
CC(C)CC(C)NNC(=O)c1cc2ccccc2[nH]1 (stereo not given)	-9	-6	4%	3%	.	-0.1%	i	9	1.1	68	-12%	14%
COC(=O)C1C(=O)c2c([nH]c(C(=O)OC3CCCCC3)c2C)CC1C (stereo not given)	3	2	-4%	-1%	1.7%	-1.7%	i	-6	-1.3	60	-6%	6%
COc1ccc(NS(=O)(=O)c2cc(NC(=O)c3cc(F)c(F)c(F)c3F)ccc2N2CCCC2)cc1	.	.	5%	3%	-2.9%	0.4%	.	.	0.3	55	-6%	5%
COc1ccc(/C=N/Nc2nc(=O)[nH]nc2C)cc1[N+](=O)[O-]	6	1	-3%	-1%	1.6%	0.2%	i	5	2.2	103	-12%	-8%
Cc1ccc(C)c(N2CCN(S(=O)(=O)c3csc(C(N)=O)c3)CC2)c1	.	.	-10%	-1%	-1.5%	0.1%	.	.	2.2	102	2%	5%
The list continues:
SMILES	WT yeast gro inh	WT yeast gro inh mutant strain	LYP inhibition	Dengue-2 NS5 capping	RSV CPE inhibition	K1F lysis inhibition	Autophagy mod	Autophagy mod cell loss 18 h	NTR1 ag	NTR1 ag cell count 20 µM	GPR35 arrestin U2OS	AID2073
CCC1=Nc2cc(C(=O)NCCCN3CCOCC3)ccc2Sc2ccc(Br)cc21	.	.	-15%	-2%	-4.0%	0.7%	.	.	1.6	63	4%	14%
COc1ccc(OC)c(Cc2nnc(CCC(=O)NC(C3CC3)C3CC3)o2)c1	2	-1	-10%	-4%	0.5%	0.0%	i	2	1.9	65	7%	18%
COc1cc(/C=C/C(=O)OCC(=O)N(C)CC(=O)Nc2ccc(F)cc2)ccc1OC(F)F	.	.	.	-3%	0.2%	-0.1%[50 µM]	.	.	0.1	61	.	.
C[C@H](NC(=O)OC(C)(C)C)C(=O)NCC1CCC(C(=O)N[C@@H](Cc2ccccc2)C(=O)O)CC1 (stereo not given in full)	.	.	-3%	-1%	0.0%	0.2%	.	.	-0.4	87	2%	11%
O=C(NCC(c1ccco1)N1CCCC1)c1cccc(NS(=O)(=O)c2ccccc2)c1 (stereo not given)	.	.	.	-11%	-0.6%	0.8%[50 µM]	.	.	0.4	71	.	.
CCCCNC(=O)CCc1nc2cccnc2n1Cc1ccccc1	.	.	-2%	-11%	1.2%	-0.9%[50 µM]	.	.	0.4	49	6%	-7%
C=CCNC(=O)Nc1ccc(F)c(Cl)c1	2	15	3%	-3%	1.7%	0.3%	i	4	-1.6	82	2%	-1%
NC(=O)c1cc([N+](=O)[O-])c(Cl)cc1NCc1cccnc1	.	.	.	-3%	-1.6%	1.3%	.	.	3.8	83	.	.
Cc1cc(C)n(CC(C)NC(=O)c2cc(COc3ccc(F)c(F)c3)on2)n1 (stereo not given)	.	.	-8%	-3%	.	1.0%	.	.	0.5	72	-7%	-3%
O=C(N/N=C/c1cccc2ccccc12)c1ccc(CN2CCOCC2)cc1	.	.	-6%	-3%	19%	-0.1%	.	.	-1.2	75	-10%	5%
COc1ccc(C(=O)NCc2nnc(SCC(=O)N3CCCCC3)o2)cc1	2	-18	-3%	-7%	1.6%	0.2%	i	-4	-1.3	84	4%	2%
CCC1CCCCN1C(=O)CCNC(=O)Cn1cnc2ccccc2c1=O (stereo not given)	.	.	-9%	-7%	0.2%	0.5%	.	.	0.2	60	8%	6%
O=C(Nc1ccccc1)Nc1cccc2cccnc12	25	9	-3%	-4%	13%	-0.4%	i	1	4.1	91	-9%	13%
Cc1cnc(NC(=O)Nc2ccccc2)c(C)n1	.	.	-13%	-3%	7.5%	0.0%	.	.	-1.3	99	-4%	6%
Cc1noc(C)c1CSCC(=O)Nc1cc(C(F)(F)F)ccc1N1CCCCC1	.	.	.	2%	3.9%	0.7%[50 µM]	.	.	7.0	50	.	.
Cc1c(N=C2SCC(=O)N2/N=C/c2ccccc2Cl)c(=O)n(-c2ccccc2)n1C	9	1	-5%	4%	1.8%	-0.1%	i	-24	0.7	55	12%	0%
Cc1ccc(OC(=O)COc2ccccc2C)cc1	.	.	-4%	-5%	2.0%	0.0%	.	.	-0.6	96	12%	14%
COc1ccc(-c2n[nH]c3c2CN(C(=O)c2ccccc2)CC3)cc1	.	.	-9%	-4%	11%	-0.1%	.	.	0.0	65	18%	43%
C[C@@H]1C=C[C@](Cc2ccccc2)(C(=O)NCCc2c[nH]c3ccccc23)N1C(=O)c1ccccc1	11	-13	7%	-4%	8.2%	1.3%	i	-63	7.1	82	-2%	-6%
O=C(CCc1nc2ccccc2s1)NCc1ccccc1F	6	2	-7%	-6%	1.7%	0.0%	i	0	-0.7	33	-2%	1%
COc1ccc(OC)c(C(C)NC(=O)C(C)Cc2ccccc2)c1 (stereo not given)	.	.	-5%	.	2.3%	-1.4%	.	.	-0.5	73	-1%	1%
CCCCOc1ccc(C(=O)NCC(=O)NC2CCCCC2)cc1	.	.	.	0%	-0.5%	0.1%[50 µM]	.	.	-0.5	90	.	.
COc1ccc(S(=O)(=O)N2CC(O)CC2C(=O)OCC(=O)Nc2ccc(Cl)cn2)cc1 (stereo not given)	-2	0	-6%	-2%	1.2%	2.4%	i	-9	-1.9	96	20%	11%
Cc1cc(Br)ccc1OCC(=O)NNC(=O)c1ccc(NC(=O)C2CC2)cc1	7	-11	-9%	-1%	1.0%	0.1%	i	-14	0.3	53	-2%	5%
O=C(CN(C1CCCCC1)S(=O)(=O)c1ccccc1)N1CCCC1	4	9	-3%	-6%	-0.7%	1.6%	i	-1	1.1	47	1%	5%

Looked up above.
Cc1c(N=C2SCC(=O)N2/N=C/c2ccccc2Cl)c(=O)n(-c2ccccc2)n1C | GPR35 arrestin U2OS = 12%
Cc1noc(C)c1CSCC(=O)Nc1cc(C(F)(F)F)ccc1N1CCCCC1 | RSV CPE inhibition = 3.9%

The results go on:
SMILES	WT yeast gro inh	WT yeast gro inh mutant strain	LYP inhibition	Dengue-2 NS5 capping	RSV CPE inhibition	K1F lysis inhibition	Autophagy mod	Autophagy mod cell loss 18 h	NTR1 ag	NTR1 ag cell count 20 µM	GPR35 arrestin U2OS	AID2073
CC(C)=CCCC1=CCC2C(=O)NNC(=O)C2C1 (stereo not given)	-7	0	-2%	-1%	1.8%	0.6%	i	-15	2.7	49	-13%	0%
Cc1cc(C(=O)Nc2nncs2)oc1C	.	.	-3%	7%	4.0%	0.3%	.	.	1.8	62	-1%	7%
CCCCn1c(N)c(N(CC(C)C)C(=O)CSc2nnc(-c3ccc(Cl)cc3)o2)c(=O)[nH]c1=O	.	.	.	-4%	-2.2%	1.0%[50 µM]	.	.	1.1	54	.	.
CCSc1nc(O)cc(=O)[nH]1	.	.	-5%	-1%	1.1%	0.1%	.	.	0.5	74	10%	6%
Cc1nc(SCC(=O)N2CC(=O)Nc3ccccc32)nc(C)c1C	-15	6	-6%	2%	0.7%	-0.1%	i	32	0.8	33	-5%	-11%
CC(C)(C)c1ccc(C(=O)N2CCN(CCNC(=O)C(=O)NCc3ccccc3)CC2)cc1	6	3	-7%	-7%	0.7%	i	i	-11	0.4	33	-1%	-1%
COc1ccc(/C=N/N2CCN(Cc3ccccc3)CC2)cc1	.	.	-9%	7%	2.7%	-0.6%	.	.	1.1	59	-20%	-2%
